Screens from PubChem BioAssay.
PAFAH2 inh – PAFAH2 (human) inhibition. Q99487. recombinant PAFAH2, FP-rhodamine activity probe, fluorescence polarization. inhibition, % at 3.39 µM. actives 0.99% (n = 340,000). AID 492956;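 active means inhibition above the mean over all tested compounds plus 3 SD, cut at about 30% in these data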;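 further: inhibitors block probe labeling of enzyme so polarization drops; 0% = enzyme with DMSO and 100% = wells lacking PAFAH2 protein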
PAFAH1B2 FP inh – PAFAH1B2 (human) inhibition | actives 1.2% (n = 340,000) | P68402 | inhibition, % at 3.39 µM | recombinant PAFAH1B2, FP-rhodamine activity probe, fluorescence polarization | AID 492953;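 active means inhibition above the mean of all tested compounds plus 3 SD, cut at about 24% in these data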;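 further: 0% = enzyme with DMSO and 100% = wells lacking PAFAH1B2; many of its hits are not listed in these tables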
EBNA-1 inh – blocks EBNA-1 binding to DNA. EBNA-1 DNA binding, fluorescence polarization. inhibition, % at 14.8 µM. actives 0.34% (n = 300,000). AID 1950; in the data active means inhibition above about 28%
pPAFAH inh – pPAFAH (human) enzyme inhibition; AID 463082; Q13093; actives 1.5% (n = 330,000); recombinant pPAFAH, FP-rhodamine probe fluorescence polarization; inhibition, % at 3.39 µM;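 active means inhibition above the mean inhibition across the screen plus 3 SD, cut at about 25% in these data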;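 further: inhibitors block binding of the rhodamine activity-based probe so polarization drops; 0% = enzyme with DMSO and 100% = wells lacking pPAFAH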
Target sequence (Q13093 whole entry, looked up): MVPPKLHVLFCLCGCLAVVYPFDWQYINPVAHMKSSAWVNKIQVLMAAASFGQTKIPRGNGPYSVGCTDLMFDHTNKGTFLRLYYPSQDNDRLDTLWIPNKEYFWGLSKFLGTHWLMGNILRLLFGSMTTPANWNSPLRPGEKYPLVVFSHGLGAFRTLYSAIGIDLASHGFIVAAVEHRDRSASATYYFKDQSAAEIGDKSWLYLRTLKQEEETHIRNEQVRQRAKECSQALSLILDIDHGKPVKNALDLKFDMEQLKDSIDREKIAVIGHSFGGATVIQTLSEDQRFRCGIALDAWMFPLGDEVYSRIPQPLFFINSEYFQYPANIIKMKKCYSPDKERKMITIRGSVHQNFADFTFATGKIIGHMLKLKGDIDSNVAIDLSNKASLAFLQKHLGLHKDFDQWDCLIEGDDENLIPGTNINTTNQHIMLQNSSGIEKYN
PAFAH1B3 FP inh – inhibitors of human PAFAH1B3; Q15102; recombinant PAFAH1B3, FP-rhodamine probe, fluorescence polarization; inhibition, % at 3.39 µM; actives 0.28% (n = 340,000); AID 492972;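 active means inhibition above the screen-wide average of all tested compounds plus 3 SD, cut at about 25% in these data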;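 further: 0% = enzyme with DMSO only and 100% = wells lacking PAFAH1B3 protein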
LYPLA2 counter – LYPLA2 (human) inhibition in PME1 counter-screen; O95372; recombinant LYPLA2, FP-Rh probe fluorescence polarization; inhibition, % at 5.9 µM; actives 0.38% (n = 320,000); AID 2177;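 active means inhibition above the screen-wide mean plus 3 SD, limit set per campaign, cut at about 26% in these data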;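 further: 0% = LYPLA2 with DMSO and 100% = wells lacking LYPLA2 enzyme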
Target sequence (O95372 whole entry, looked up): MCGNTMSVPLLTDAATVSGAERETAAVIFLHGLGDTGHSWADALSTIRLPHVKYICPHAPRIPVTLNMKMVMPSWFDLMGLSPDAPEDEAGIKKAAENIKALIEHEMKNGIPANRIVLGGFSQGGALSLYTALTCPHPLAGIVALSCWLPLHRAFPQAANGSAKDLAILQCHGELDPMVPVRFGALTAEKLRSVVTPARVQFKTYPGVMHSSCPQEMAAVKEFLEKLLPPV
LYPLA1 inh – counter-screen for PME1 inhibitors: inhibitors of human LYPLA1. recombinant LYPLA1, FP-Rh probe fluorescence polarization. actives 0.16% (n = 320,000). inhibition, % at 5.9 µM. O75608;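 active means inhibition above the mean of all tested compounds plus 3 SD, set per campaign, cut at about 14% in these data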;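 further: inhibitors block serine hydrolase probe labeling of LYPLA1 so polarization falls; 0% = enzyme with DMSO and 100% = wells lacking LYPLA1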
PREPL inhibitor – human PREPL enzyme inhibition; recombinant PREPL, fluorescence polarization activity-based probe; actives 0.68% (n = 320,000); inhibition, % at 5.96 µM; Q4J6C6; AID 2751; in the data active means inhibition above about 43%;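 further: 0% = enzyme with DMSO and 100% = wells lacking enzyme; many of its hits are not listed in these tables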
ZTA counter – ZTA (EBV) inhibition in EBNA-1 counter-screen | inhibition, % at 11 µM | P03206 | actives 0.15% (n = 320,000) | ZTA-DNA binding, fluorescence polarization; in the data active means inhibition above about 33%
Target sequence (P03206 whole entry, looked up): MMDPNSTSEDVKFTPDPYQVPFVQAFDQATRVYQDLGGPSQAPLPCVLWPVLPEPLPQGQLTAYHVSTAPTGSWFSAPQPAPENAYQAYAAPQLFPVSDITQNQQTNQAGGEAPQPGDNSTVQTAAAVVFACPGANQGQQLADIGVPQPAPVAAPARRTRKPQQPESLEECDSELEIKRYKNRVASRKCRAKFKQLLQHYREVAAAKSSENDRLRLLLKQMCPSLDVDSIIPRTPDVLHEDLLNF
* = called active by the depositor; x = not tested or not shown. A portion of the library; rates above refer to the full screens.

SMILES | PAFAH2 inh | PAFAH1B2 FP inh | EBNA-1 inh | pPAFAH inh | PAFAH1B3 FP inh | LYPLA2 counter | LYPLA1 inh | PREPL inhibitor | ZTA counter
CC1CC(C)CN(C(=O)CN2C(=O)NC(C)(C)C2=O)C1 (configuration not stated) | 4 | 15 | -2 | -2 | 4 | -1 | 1 | -12 | -4
CS(=O)(=O)N1CCN(C(=O)NC2CCCCC2)CC1 | -5 | 0 | -3 | -1 | 12 | 4 | 1 | -8 | -5
Cc1ccc(Cl)cc1N1CCN(S(=O)(=O)c2ccc(-c3ccc(=O)[nH]n3)o2)CC1 | -9 | 2 | 6 | 5 | 8 | 1 | -2 | -9 | 1
Cc1cccc2sc(NC(=O)CCNS(=O)(=O)c3cccc4nonc34)nc12 | 4 | 2 | 5 | 10 | 6 | 1 | -5 | -2 | 1
COc1ccc(C(CNC(=O)C(=O)Nc2ccc3c(c2)OCCO3)N2CCN(C)CC2)cc1 (configuration not stated) | -1 | 4 | 9 | -8 | 13 | 4 | 1 | 25 | -4
C(#Cc1ccccc1)Cn1nnc2ccccc21 | 3 | 4 | 4 | 5 | 5 | 14 | -5 | -24 | -4
COc1ccc(OC)c(S(=O)(=O)NCCCn2ccnc2)c1 | 0 | 4 | 0 | 4 | 6 | 3 | -1 | -6 | -12
CCCCN(C)CCCNC(=O)c1cc(-c2cccnc2)nc2ccccc12 | 0 | -1 | 11 | 5 | -5 | -2 | -4 | -16 | 13
Cc1cc(NC(=O)Nc2ccccc2F)ccc1Br | -10 | -5 | 10 | 0 | -7 | -11 | -5 | 4 | -5
COc1cc(C(=O)N(C)CC(=O)Nc2cccc(F)c2)ccc1OCc1ccccc1 | 0 | 0 | 6 | -1 | 2 | 8 | -1 | 8 | 3
Cc1ccccc1Nc1cc2ccccc2c(=O)[nH]1 | 10 | 9 | 8 | 4 | 54* | 6 | 1 | 6 | 30
COc1cc(/C=N/NC(=O)CCOc2ccccc2C)cc(Br)c1O | 7 | 5 | -3 | 4 | 6 | -2 | 3 | -12 | 4
Oc1ccc(NC(=S)N=Nc2c(O)[nH]c3ccccc23)cc1 | 16 | 10 | -11 | 10 | 9 | 6 | 2 | 23 | -1
CN(C(=O)c1ccccc1[N+](=O)[O-])c1ccccc1C(=O)NCc1ccccc1 | 1 | 0 | 2 | 0 | -6 | 3 | -3 | 2 | -9
COc1cc(C(CCN2CCN(c3ccccc3)CC2)c2c(OC)cc(OC)c3ccc(=O)oc23)cc(OC)c1OC (configuration not stated) | -11 | -1 | 7 | 1 | 2 | 1 | -3 | -6 | 17
CO/N=C/C1C(=O)NN=C1c1ccccc1 (configuration not stated) | 0 | 4 | 4 | -1 | 2 | 5 | 1 | 4 | -9
Cc1ccc(N2CCN(CCCCN3C(=O)C4CCCN4C3=O)CC2)cc1 (configuration not stated) | 3 | 2 | 2 | 12 | 3 | 5 | -1 | 18 | 12
CC(=O)Nc1ccc(Nc2nnc(-c3ccc(O)cc3)c3ccccc23)cc1 | 7 | 4 | -5 | 4 | 12 | 8 | -1 | 21 | -11
Cc1onc(-c2c(F)cccc2Cl)c1C(=O)Nc1nc2c(s1)CCCC2 | -8 | 1 | 5 | 0 | -1 | -9 | -3 | -1 | -3
O=C(Nc1ccc(Cl)cc1)c1csc(-c2ccccc2)n1 | -10 | 0 | 3 | -5 | 0 | -20 | -12 | 4 | 5
CCOC(=O)c1cc2c(=O)n3ccccc3nc2n(CC2CCCO2)c1=NC(C)=O (configuration not stated) | 6 | -5 | 6 | -1 | 0 | -2 | -3 | 1 | -7
O=S(=O)(NCc1cccnc1)c1ccc(Cl)cc1 | 7 | 13 | -1 | 5 | 6 | 9 | 4 | 13 | -18
CCOc1ccc(N2C(=O)C3Sc4[nH]c(=O)sc4C(c4ccc(OC)c(OC)c4)C3C2=O)cc1 (configuration not stated) | 2 | 2 | -5 | 4 | 11 | -2 | 0 | -7 | 7
O=C(CSc1nc(Nc2ccccc2)nc(N2CCOCC2)n1)N1CCCC1 | -5 | 0 | 1 | 8 | -1 | 5 | 0 | -14 | -7
CCCCNC(=O)c1c(N)n(/N=C/c2ccccn2)c2nc3ccccc3nc12 | x | x | 2 | 2 | x | 0 | 0 | -3 | 6
O=C(CC1Nc2c3ccccc3nc(=S)n2C1=O)NC1CCCCC1 (configuration not stated) | x | x | -8 | 15 | x | 0 | 2 | -2 | -17
CCNC(=O)NC(=O)C(C)OC(=O)C1CCN(S(=O)(=O)c2ccccc2C(=O)OC)CC1 (configuration not stated) | 3 | 6 | -4 | 3 | 5 | 4 | 4 | 15 | -15
O=C(CCc1ccccc1F)N1CCN(c2ccc(C(F)(F)F)cn2)CC1 | 2 | 0 | 2 | 9 | -4 | 25 | 1 | -21 | 6
COc1cc(CNc2cccc3[nH]c(C(F)(F)F)nc23)cc(OC)c1 | -4 | 5 | -2 | 7 | 13 | -3 | -4 | 13 | 13
COc1ccc(CCC(=O)Nc2ccc(S(=O)(=O)N3CCOCC3)cc2)cc1 | -1 | 2 | 8 | 1 | 8 | 15 | 3 | 1 | 8
Cc1ccc(S(=O)(=O)CCC(=O)OCc2cc(=O)oc3cc(C)ccc23)cc1 | 3 | 2 | x | 4 | -2 | x | x | -5 | x
O=S(=O)(NCc1ccc(Cl)cc1Cl)c1ccc(N2CCOCC2)nc1 | 1 | 3 | -4 | 4 | 5 | -2 | 1 | 8 | -13
CCOC(=O)C1CCCN(CC(O)COCc2ccc3c(c2)OCO3)C1 (configuration not stated) | 3 | 0 | 0 | -3 | 13 | 0 | 0 | -6 | 8
C#CCOc1ccc(CNC[C@H]2O[C@@H](n3cnc4c(N)ncnc43)[C@H](O)[C@@H]2O)cc1 | 5 | 0 | x | -1 | 8 | x | x | 32 | x
COc1ccccc1NC(=S)N(Cc1cccs1)C1CCCC1 | 2 | 2 | -13 | -2 | 9 | -4 | -1 | -3 | -1
COc1ccc(NC(=O)C2CCCN2c2nn3c(=O)cc(C)nc3s2)cc1 (configuration not stated) | -7 | 0 | 0 | -2 | 3 | 1 | -2 | 14 | -10
Cc1nn(-c2ncc(C(F)(F)F)cc2Cl)c(=O)n1-c1cccc(Cl)c1 | 4 | 6 | 3 | -4 | 6 | 8 | 0 | 8 | -4
CC(CCOC1=NS(=O)(=O)c2ccccc21)NC(=O)C(=O)Nc1ccccc1 (configuration not stated) | 1 | 5 | -5 | 2 | 6 | -1 | -3 | -2 | 9
CCCOc1ccc(-c2nnc(-c3ccco3)o2)cc1 | -4 | 2 | 11 | 6 | 0 | -5 | 0 | -4 | 29
Cn1c(=O)c2c(ncn2CC(=O)N/N=C/c2ccco2)n(C)c1=O | 0 | 1 | -4 | -4 | -6 | 2 | -3 | 2 | 7
CN(C(=O)CSc1nnc(-c2cccs2)n1N)c1ccccc1 | 8 | 8 | x | 1 | 10 | x | x | -4 | x
Cc1ccc(Nc2nc(CSc3nnc(-c4ccncc4)n3-c3ccccc3C)cs2)cc1 | 1 | 1 | -1 | 8 | 6 | 5 | 3 | 25 | 2
NC(=S)N/N=C/c1ccc(-c2ccc([N+](=O)[O-])cc2)o1 | 3 | 3 | -6 | 14 | -1 | -1 | -4 | 13 | -13
Cc1cccc(C(=O)NNC(=O)CCn2nnc3ccccc32)c1 | 0 | 5 | 5 | 3 | -1 | 0 | 0 | 5 | 12
O=C(COC(=O)c1ccco1)Nc1cccc(Br)c1 | 91* | -3 | 0 | 4 | 6 | 1 | -9 | 5 | -4

Full records as entered above. Screens in order: PAFAH2 inh | PAFAH1B2 FP inh | EBNA-1 inh | pPAFAH inh | PAFAH1B3 FP inh | LYPLA2 counter | LYPLA1 inh | PREPL inhibitor | ZTA counter
`COc1ccccc1NC(=S)N(Cc1cccs1)C1CCCC1` is listed as 2 | 2 | -13 | -2 | 9 | -4 | -1 | -3 | -1
`Cc1ccc(Cl)cc1N1CCN(S(=O)(=O)c2ccc(-c3ccc(=O)[nH]n3)o2)CC1` is listed as -9 | 2 | 6 | 5 | 8 | 1 | -2 | -9 | 1

Following part
SMILES | PAFAH2 inh | PAFAH1B2 FP inh | EBNA-1 inh | pPAFAH inh | PAFAH1B3 FP inh | LYPLA2 counter | LYPLA1 inh | PREPL inhibitor | ZTA counter
COc1ccccc1NC(=O)CSc1nccn1Cc1ccccc1 | -5 | 1 | 16 | 1 | 6 | 11 | 4 | 15 | -6
CO/N=C1\CCCc2c(C(=O)NN)sc(SC)c21 | x | x | 9 | -3 | x | -1 | -3 | -11 | -8
Cc1ccc(Nc2nc(N3CCN(C)CC3)nc(N)c2[N+](=O)[O-])cc1C | x | x | -3 | 12 | x | -5 | 1 | -25 | 0
CCN(CC)CCCN(Cc1cc2ccc(C)c(C)c2[nH]c1=O)C(=O)NC1CCCCC1 | 7 | 4 | 7 | 1 | 1 | 3 | 0 | 19 | -7
CCCC1=C(C(=O)OCC)C(c2cccnc2)n2nc(C)nc2N1 (configuration not stated) | 6 | 1 | 1 | -5 | -1 | 7 | 4 | 9 | -12
Cn1cc(C(=O)NS(=O)(=O)Nc2ccc(Br)cc2)c2ccccc21 | 3 | 8 | 15 | 0 | 4 | 6 | 1 | 5 | -4
COc1ccc(CN(C)C(=O)Cn2ccc(N)nc2=O)cc1OC | 3 | -3 | x | 2 | 3 | 1 | 3 | 15 | -6
O=C(c1cccs1)N1CCN(C2CCCCC2)CC1 | 0 | 4 | -4 | 5 | -1 | 4 | -1 | 1 | 2
Cc1cccn2c(=O)c(/C=C(\C#N)S(=O)(=O)c3ccccc3)c(N3CCC(C(N)=O)CC3)nc12 | 3 | 4 | -9 | -3 | 5 | -3 | 1 | 9 | -2
O=S(=O)(Nc1ccc(C(F)(F)F)cc1)c1cnc[nH]1 | -8 | 6 | 3 | -2 | 7 | 8 | 1 | 7 | -2
COC(=O)Cn1c(=O)c2c(nc3n2CC(C)CN3Cc2ccccc2)n(C)c1=O (configuration not stated) | 1 | 6 | -14 | -1 | 8 | -4 | -2 | 16 | -4
CCS(=O)(=O)c1ccc2oc(Nc3ccc(OC)cc3)nc2c1 | 9 | -2 | -4 | -1 | 7 | 4 | 1 | 21 | -5
COc1ccc(S(=O)(=O)N2CCOCC2)cc1NC(=O)Cc1ccccc1Cl | 60* | 1 | -2 | 8 | 4 | 7 | 1 | 13 | 8
Cc1ccc(-c2nn3c(C)nnc3c3ccccc23)cc1S(=O)(=O)N1CCN(CCO)CC1 | 1 | 2 | -7 | -3 | 3 | 3 | 2 | 11 | -4
O=C(Cn1nnc(-c2ccccc2)n1)Nc1cccc(S(=O)(=O)N2CCCC2)c1 | -2 | 3 | 11 | 4 | 6 | -1 | -5 | -2 | -8
Cc1ccc(-n2c(-c3ccco3)n[nH]c2=S)cc1 | 2 | 0 | -6 | -1 | 0 | -1 | 3 | -6 | 2
CS(=O)(=O)c1ccc(C(=O)NCc2ccccc2F)cc1 | 9 | 0 | -9 | -2 | 4 | 2 | 0 | 0 | -2
CNc1ccccc1C(C)(C)c1cc(-c2cccc(OC)c2)no1 | x | x | 1 | -6 | x | -27 | -14 | -51 | -12
CCN(C(=O)CN1CCN(c2cccc(C(F)(F)F)c2)CC1)c1c(N)n(Cc2ccccc2)c(=O)[nH]c1=O | -2 | 1 | 2 | 8 | 4 | -9 | 5 | 12 | 11
Cc1c(NS(=O)(=O)c2cccc(C(=O)O)c2)c(=O)n(-c2ccccc2)n1C | -7 | 4 | -8 | 3 | 8 | 5 | 3 | -1 | -8
O=C(NC12CC3CC(CC(C3)C1)C2)c1c(Cl)cccc1Cl | -4 | 9 | 0 | -2 | -1 | -1 | 0 | 16 | -10
O=[N+]([O-])c1ccc(C(O)C23CN4CN(CN(C4)C2)C3)cc1 (configuration not stated) | 1 | 6 | -4 | -2 | 7 | -1 | -1 | -2 | 14
